# Screens deposited in PubChem BioAssay by The Scripps Research Institute Molecular Screening Center.
# LYPLA1 counter: blocks human lysophospholipase 1, a PME1 counter-screen | recombinant LYPLA1, FP-Rh probe fluorescence polarization | inhibition, % at 5.9 µM | actives 0.16% (n = 320,000) | AID 2174;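 active means inhibition above the mean of all tested compounds plus 3 SD, set per campaign, cut at about 14% in these data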;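 further: inhibitors block serine hydrolase probe labeling of LYPLA1 so polarization falls; 0% = enzyme with DMSO and 100% = wells lacking LYPLA1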
# Target sequence (O75608 whole entry, looked up): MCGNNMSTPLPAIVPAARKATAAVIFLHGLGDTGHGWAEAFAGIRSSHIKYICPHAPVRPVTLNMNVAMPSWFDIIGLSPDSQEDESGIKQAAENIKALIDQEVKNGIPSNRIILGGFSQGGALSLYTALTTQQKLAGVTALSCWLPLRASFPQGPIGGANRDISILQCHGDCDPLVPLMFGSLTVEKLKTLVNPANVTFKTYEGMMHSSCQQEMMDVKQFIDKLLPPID
# PAFAH1B3 inh: PAFAH1B3 (human) inhibition; Q15102; recombinant PAFAH1B3, FP-rhodamine probe, fluorescence polarization; inhibition, % at 3.39 µM; actives 0.28% (n = 340,000); AID 492972;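 active means inhibition above the screen-wide average of all tested compounds plus 3 SD, cut at about 25% in these data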;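 further: 0% = enzyme with DMSO only and 100% = wells lacking PAFAH1B3 protein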
# Target sequence (Q15102 whole entry, looked up): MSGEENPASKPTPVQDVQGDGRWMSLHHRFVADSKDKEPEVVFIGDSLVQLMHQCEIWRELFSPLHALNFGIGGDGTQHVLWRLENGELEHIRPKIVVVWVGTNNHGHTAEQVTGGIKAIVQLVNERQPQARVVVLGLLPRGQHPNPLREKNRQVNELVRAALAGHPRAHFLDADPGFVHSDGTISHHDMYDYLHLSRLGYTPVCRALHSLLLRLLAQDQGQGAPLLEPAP
# PREPL inh: inhibitors of human prolyl oligopeptidase-like enzyme PREPL. AID 2751. actives 0.68% (n = 320,000). recombinant PREPL, fluorescence polarization activity-based probe. Q4J6C6. inhibition, % at 5.96 µM; in the data active means inhibition above about 43%;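 further: 0% = enzyme with DMSO and 100% = wells lacking enzyme; many of its hits are not listed in these tables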
# LYPLA2 inh: blocks human lysophospholipase 2, a PME1 counter-screen | O95372 | recombinant LYPLA2, FP-Rh probe fluorescence polarization | inhibition, % at 5.9 µM | actives 0.38% (n = 320,000);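 active means inhibition above the screen-wide mean plus 3 SD, limit set per campaign, cut at about 26% in these data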;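 further: 0% = LYPLA2 with DMSO and 100% = wells lacking LYPLA2 enzyme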
# Target sequence (O95372 whole entry, looked up): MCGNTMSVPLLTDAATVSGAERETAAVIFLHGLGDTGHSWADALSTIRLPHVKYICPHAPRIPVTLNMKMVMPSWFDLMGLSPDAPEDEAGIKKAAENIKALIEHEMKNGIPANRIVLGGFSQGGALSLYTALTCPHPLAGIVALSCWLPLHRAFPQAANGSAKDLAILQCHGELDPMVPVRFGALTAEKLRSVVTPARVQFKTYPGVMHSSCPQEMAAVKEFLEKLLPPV
# ZTA counter: ZTA (EBV) inhibition in EBNA-1 counter-screen | P03206 | ZTA-DNA binding, fluorescence polarization | inhibition, % at 11 µM | actives 0.15% (n = 320,000) | AID 2234; in the data active means inhibition above about 33%
# EBNA-1 inh: blocks EBNA-1 binding to DNA; EBNA-1 DNA binding, fluorescence polarization; inhibition, % at 14.8 µM; actives 0.34% (n = 300,000); AID 1950; in the data active means inhibition above about 28%
# PAD4 inh: inhibitors of human PAD4; inhibition, % at 6.36 µM; recombinant PAD4, RCA probe fluorescence polarization; actives 0.41% (n = 330,000); Q9UM07; AID 485272;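 active means percent inhibition above a cutoff equal to the mean of all tested compounds plus 3 SD, cut at about 15% in these data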;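 further: 0% = PAD4 with RCA probe and DMSO and 100% = probe without PAD4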
# PAFAH2 FP inh: inhibitors of human PAFAH2 | Q99487 | inhibition, % at 3.39 µM | recombinant PAFAH2, FP-rhodamine activity probe, fluorescence polarization | actives 0.99% (n = 340,000);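 active means inhibition above the mean over all tested compounds plus 3 SD, cut at about 30% in these data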;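 further: inhibitors block probe labeling of enzyme so polarization drops; 0% = enzyme with DMSO and 100% = wells lacking PAFAH2 protein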
# GSTO1 inh: counter-screen for RBBP9 inhibitors: inhibitors of human GSTO1 | recombinant GSTO1, activity-based probe fluorescence polarization | P78417 | inhibition, % at 5.96 µM | actives 1.1% (n = 300,000);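 active means inhibition above the campaign mean inhibition plus 3 SD, cut at about 35% in these data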;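 further: 0% = GSTO1-1 with DMSO and 100% = wells lacking GSTO1-1 enzyme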
# Target sequence (P78417 whole entry, looked up): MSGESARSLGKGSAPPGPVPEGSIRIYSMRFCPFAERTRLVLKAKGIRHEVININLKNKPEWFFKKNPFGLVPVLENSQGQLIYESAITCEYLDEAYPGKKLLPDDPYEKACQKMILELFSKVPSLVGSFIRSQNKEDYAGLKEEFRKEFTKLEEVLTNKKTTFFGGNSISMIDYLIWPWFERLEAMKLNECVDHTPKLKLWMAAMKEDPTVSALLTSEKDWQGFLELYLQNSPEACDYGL
# Starred values were filed as active, the others as inactive; x = no result given. This is a subset; the hit share may differ from the screen's.
# Sample of the layout:
# The line under a structure holds: LYPLA1 counter | PAFAH1B3 inh | PREPL inh | LYPLA2 inh | ZTA counter | EBNA-1 inh | PAD4 inh | PAFAH2 FP inh | GSTO1 inh
(1) C/C(=N\NC(=O)c1cccc(S(=O)(=O)N2CCCC2)c1)c1ccncc1
    1 | 8 | 9 | 1 | -5 | x | -1 | -2 | x
(2) COc1cccc(OC)c1C(=O)NC(=O)Nc1c(C)cccc1C
    2 | 1 | 14 | 2 | -13 | -6 | -1 | 8 | 5
(3) Cc1ccc(NC(=O)C(C)N2C(=O)c3ccccc3S2(=O)=O)cc1Cl (stereo not drawn)
    0 | 4 | -10 | 2 | 7 | -1 | 0 | -7 | 6
(4) CCCC(=O)C1=C(O)C(C(=O)OC)C(C)(C)CC1=Nc1ccc(C)cc1 (stereo not drawn)
    2 | 14 | 5 | 2 | 3 | 5 | 1 | -6 | -4
(5) Cc1c(NC(=O)c2cnn3c(C(F)(F)F)cc(-c4ccco4)nc23)c(=O)n(-c2ccccc2)n1C
    1 | 3 | 10 | 8 | 5 | 9 | -2 | 2 | 6
(6) COC(=O)NCC(C)OC(=O)Nc1cccc(Cl)c1 (stereo not drawn)
    4 | 9 | -11 | 2 | -10 | -5 | 0 | 5 | 0
(7) C(=N\Nc1ccccn1)/c1ccc2c(c1)OCCO2
    1 | 9 | 2 | -7 | 3 | -5 | -6 | 2 | 1
(8) O=C(c1ccccn1)N1CCN(S(=O)(=O)c2ccc(F)cc2)CC1
    0 | 4 | -1 | 5 | 1 | -1 | 1 | -6 | -3
(9) CCCCN(CC)CCNC(=O)c1cc2cc3ccc(Cl)cc3nc2o1
    1 | 9 | -33 | 2 | 5 | -4 | 3 | -2 | 5
(10) COc1ccc(OC)c(-n2c(-c3ccc(S(C)(=O)=O)cc3)cc(C=O)c2C)c1
    -1 | 12 | 3 | 0 | 16 | -1 | 0 | 0 | 6
(11) COCCn1c(SCC(=O)c2ccc3c(c2)OCCO3)nnc1-c1ccoc1C
    -5 | 7 | 3 | 1 | 5 | -1 | -1 | -1 | 0
(12) O=C(CCCn1cc([N+](=O)[O-])cn1)NC1CCCCCC1
    2 | 5 | -5 | 5 | 3 | 1 | -3 | -6 | 7

# All compounds of this part, from the start:
# The line under a structure holds: LYPLA1 counter | PAFAH1B3 inh | PREPL inh | LYPLA2 inh | ZTA counter | EBNA-1 inh | PAD4 inh | PAFAH2 FP inh | GSTO1 inh
(1) C/C(=N\NC(=O)c1cccc(S(=O)(=O)N2CCCC2)c1)c1ccncc1
    1 | 8 | 9 | 1 | -5 | x | -1 | -2 | x
(2) COc1cccc(OC)c1C(=O)NC(=O)Nc1c(C)cccc1C
    2 | 1 | 14 | 2 | -13 | -6 | -1 | 8 | 5
(3) Cc1ccc(NC(=O)C(C)N2C(=O)c3ccccc3S2(=O)=O)cc1Cl (stereo not drawn)
    0 | 4 | -10 | 2 | 7 | -1 | 0 | -7 | 6
(4) CCCC(=O)C1=C(O)C(C(=O)OC)C(C)(C)CC1=Nc1ccc(C)cc1 (stereo not drawn)
    2 | 14 | 5 | 2 | 3 | 5 | 1 | -6 | -4
(5) Cc1c(NC(=O)c2cnn3c(C(F)(F)F)cc(-c4ccco4)nc23)c(=O)n(-c2ccccc2)n1C
    1 | 3 | 10 | 8 | 5 | 9 | -2 | 2 | 6
(6) COC(=O)NCC(C)OC(=O)Nc1cccc(Cl)c1 (stereo not drawn)
    4 | 9 | -11 | 2 | -10 | -5 | 0 | 5 | 0
(7) C(=N\Nc1ccccn1)/c1ccc2c(c1)OCCO2
    1 | 9 | 2 | -7 | 3 | -5 | -6 | 2 | 1
(8) O=C(c1ccccn1)N1CCN(S(=O)(=O)c2ccc(F)cc2)CC1
    0 | 4 | -1 | 5 | 1 | -1 | 1 | -6 | -3
(9) CCCCN(CC)CCNC(=O)c1cc2cc3ccc(Cl)cc3nc2o1
    1 | 9 | -33 | 2 | 5 | -4 | 3 | -2 | 5
(10) COc1ccc(OC)c(-n2c(-c3ccc(S(C)(=O)=O)cc3)cc(C=O)c2C)c1
    -1 | 12 | 3 | 0 | 16 | -1 | 0 | 0 | 6
(11) COCCn1c(SCC(=O)c2ccc3c(c2)OCCO3)nnc1-c1ccoc1C
    -5 | 7 | 3 | 1 | 5 | -1 | -1 | -1 | 0
(12) O=C(CCCn1cc([N+](=O)[O-])cn1)NC1CCCCCC1
    2 | 5 | -5 | 5 | 3 | 1 | -3 | -6 | 7
(13) CCOc1ccc(NC(=O)COC(=O)c2c(OC)cccc2OC)cc1
    1 | 2 | -3 | -4 | -1 | -8 | -4 | -1 | 8
(14) CCCOc1ccc(-c2c(C(=O)N/N=C/c3cccs3)nnn2-c2nonc2N)cc1
    3 | 5 | -1 | 3 | -13 | 4 | 1 | -5 | -1
(15) COc1cccc(CN(CC(=O)NCC2CCCO2)C(=O)CNS(=O)(=O)c2ccccc2)c1 (stereo not drawn)
    -2 | -3 | 4 | -4 | -9 | -4 | -3 | 2 | -4
(16) CCOC(=O)CSc1n[nH]c(=O)n1CCc1ccccc1
    -2 | 2 | 7 | -2 | -11 | -16 | 0 | -7 | -5
(17) O=C(c1ccccc1-c1nc(-c2ccccc2)no1)N1CCCC1
    2 | 10 | 2 | 6 | -18 | -6 | 1 | -7 | 2
(18) C[C@@H]1C(=O)O[C@H](C)[C@H]1C[C@@H](O)[C@](C)(O)C1CC[C@@]2(O)C3=CC(=O)[C@@H]4C[C@@H](O)[C@@H](O)C[C@]4(C)C3CC[C@]12C (stereo partly drawn)
    x | 10 | 3 | x | x | x | -4 | 5 | x
(19) Cc1ccc(S(=O)(=O)NC2=NCN(CCc3ccccc3)CN2)cc1
    2 | 4 | 26 | 5 | 7 | 2 | -2 | 8 | 4
(20) Cc1cccc(-c2c3c(=O)n(C)c(=O)n(C)c3cn2C(C)(C)C)c1
    2 | 4 | 3 | 1 | 5 | -7 | 2 | -5 | -2
(21) Cn1c(N)c(C(=O)COC(=O)c2cc(C3CC3)nc3ccccc23)c(=O)n(C)c1=O
    -1 | -5 | 6 | -9 | -25 | -9 | 0 | -2 | 2
(22) CCOc1cc(C)c(Cl)cc1S(=O)(=O)N(CC)CC
    -2 | -7 | -4 | -3 | -1 | -8 | -6 | 1 | -6
(23) O=C(O)C1C2CCC(O2)C1C(=O)Nc1cccc(Cl)c1 (stereo not drawn)
    -1 | -1 | -6 | -5 | -6 | -5 | -3 | 2 | 6
(24) CN(C)CCCN(C(=O)c1ccc(C(=O)c2ccccc2)cc1)c1nc2c(F)cccc2s1
    -4 | -2 | -36 | -1 | 14 | -3 | 3 | -1 | 4
(25) CCN(CC)CCN1C(=O)C(=O)/C(=C(/O)c2ccc(S(=O)(=O)N3CCOCC3)cc2)C1c1ccc(C(C)(C)C)cc1 (stereo not drawn)
    1 | 5 | 6 | -2 | -6 | -3 | -4 | -3 | -1
(26) CN1C(=O)CC(N2CCN(Cc3ccc(Cl)cc3)CC2)C1=O (stereo not drawn)
    5 | 5 | -3 | 9 | -16 | -11 | -6 | 7 | -3
(27) O=C(Nc1ccc([N+](=O)[O-])cc1)c1cc(-c2ccccn2)nc2c(Cl)cccc12
    1 | -13 | 6 | 1 | 8 | -3 | 0 | -37 | 0
(28) COc1cccc(C(O)c2nc3ccccc3n2C)c1 (stereo not drawn)
    -14 | 2 | 3 | -2 | 14 | 5 | 2 | -4 | 34
(29) COc1ccccc1-c1c(C(F)(F)F)oc2cc(OCC(=O)Nc3cc(C)ccc3C)ccc2c1=O
    4 | x | 8 | 0 | -19 | 2 | -2 | x | 1
(30) COCCn1c(=O)[nH]c2cc(C(=O)N3CCN(c4cc(C)ccc4C)CC3)ccc2c1=O
    0 | 11 | -5 | 6 | -1 | -4 | 2 | 3 | 3

# The closing 2 entries of the section above open the next one:
# The line under a structure holds: LYPLA1 counter | PAFAH1B3 inh | PREPL inh | LYPLA2 inh | ZTA counter | EBNA-1 inh | PAD4 inh | PAFAH2 FP inh | GSTO1 inh
(29) COc1ccccc1-c1c(C(F)(F)F)oc2cc(OCC(=O)Nc3cc(C)ccc3C)ccc2c1=O
    4 | x | 8 | 0 | -19 | 2 | -2 | x | 1
(30) COCCn1c(=O)[nH]c2cc(C(=O)N3CCN(c4cc(C)ccc4C)CC3)ccc2c1=O
    0 | 11 | -5 | 6 | -1 | -4 | 2 | 3 | 3
(31) CC(=O)Nc1ccc(NC(=S)NC(=O)/C=C/c2ccc(Cl)cc2)cc1
    0 | -2 | 12 | 0 | 1 | 0 | -2 | 1 | -3
(32) CCCCCc1nnc(NC(=O)C(=O)OCC)s1
    2 | 4 | 3 | 7 | -11 | -13 | 2 | 2 | 1
(33) O=C(NCc1ccc(C(F)(F)F)cc1)C1CC(c2c(Cl)cccc2Cl)=NO1 (stereo not drawn)
    -1 | 9 | -26 | 6 | -12 | -6 | -3 | 4 | 5
(34) CC1CN(C2CCN(C(=O)COc3ccc(Cl)cc3)CC2)CC(C)O1 (stereo not drawn)
    -4 | 8 | 12 | 6 | 5 | -5 | -2 | 5 | -4
(35) Cc1ccc(N2CC(C(=O)N3CCC(C(=O)NC(C)(C)C)CC3)CC2=O)cc1 (stereo not drawn)
    -1 | 10 | 16 | -4 | 13 | -10 | 3 | 1 | -3
(36) COc1ccc(-c2cc(C(=O)OCC(=O)NC3CC3)c3ccccc3n2)cc1
    -6 | 8 | 6 | -5 | 5 | x | 2 | -4 | x
(37) COc1ccc(CCNC(=O)CSc2nn(-c3ccccc3)c(=S)s2)cc1OC
    -5 | -1 | 7 | 0 | 11 | -5 | -2 | -3 | -1
(38) COc1cc(-c2nnc3n2CCCCC3)cc(OC)c1OC
    1 | 8 | 8 | -3 | 4 | 0 | 3 | 3 | 1
(39) CCCC(C(=O)O)n1c(O)c(C=C2N=c3ccccc3=N2)sc1=S (stereo not drawn)
    -4 | 5 | 14 | 1 | 2 | 8 | -11 | 1 | 0
(40) CCc1ccc(N2C(=O)C3NN=C(C(=O)OCc4ccccc4)C3C2=O)cc1 (stereo not drawn)
    0 | 13 | -9 | 3 | 13 | 0 | -5 | 6 | -3
(41) Cc1ccccc1NC(=O)Cc1nc(COC(=O)C(NC(=O)c2ccccc2C)C(C)C)cs1 (stereo not drawn)
    -2 | 3 | 6 | 3 | -7 | x | -1 | 5 | x
(42) COCC1CCCN(C(=O)c2ccc(OC3CCN(Cc4ccccn4)CC3)cc2)C1 (stereo not drawn)
    4 | 1 | -8 | 9 | -3 | -8 | 2 | -3 | -6
(43) Cc1cc(=O)oc2cc(OC(C)C(=O)NCCCn3ccnc3)ccc12 (stereo not drawn)
    0 | 3 | 5 | 0 | 7 | 1 | -2 | 0 | -5
(44) COc1ccccc1-c1ccc(SCc2ccc(F)cc2)nn1
    -3 | 3 | 9 | -2 | -2 | 0 | -2 | 2 | 1
(45) O=C(/C=C/c1ccccc1Cl)N(Cc1ccc(Cl)cc1)C1CCS(=O)(=O)C1 (stereo not drawn)
    2 | 6 | -42 | 1 | -8 | 11 | -3 | 2 | 1
(46) CC(C)C(NCc1c(Cl)cccc1Cl)C(=O)O (stereo not drawn)
    1 | 4 | -4 | 4 | 7 | -1 | 0 | 1 | 8
(47) O=C1OC(/C=C/c2ccc(Cl)cc2)=NC/1=C/c1ccco1
    -4 | 3 | -2 | 3 | 12 | -3 | -4 | 12 | 1
